Source: PubChem BioAssay
Dengue-2 NS5 capping: Dengue-2 NS5 methyltransferase inhibitors, primary screen, biochemical, confirmation dose response (AID 588689); inhibition, % at 25 µM, or IC50 in µM where a hit was titrated; Dengue-2 NS5 methyltransferase capping enzyme assay, biochemical; higher % means a stronger effect; 340,000 compounds, 0.3% hits; Genome polyprotein (Dengue virus type 2 (strain 16681-PDK53)); in the data active means a potency from the dose series; inconclusive means inhibition above about 29% without an active follow-up result
Rac1 GTP hydrolysis: MgcRacGAP GTPase-activating activity inhibitors, confirmation, biochemical, ADP Hunter fluorescence; Rac GTPase-activating protein 1 (Homo sapiens); MgcRacGAP-stimulated Rac1 GTP hydrolysis, ADP Hunter fluorescence; higher % means a stronger effect; GST-tagged Rac1 F28L mutant substrate; inhibition, % at 30 µM, or IC50 in µM where a hit was titrated; 340,000 compounds, 0.6% hits; AID 624330, 2012;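 active means first-screen hits whose inhibition reached a set limit at any dose in the follow-up dose series; inconclusive means inhibition above the set first-screen limit but never retested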;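 further: fluorescence reports GDP produced by GAP-driven GTP hydrolysis; strong numbers were not always called active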
Siah-1 displacement: Siah-1 peptide-binding antagonists, primary screen, biochemical, fluorescence polarization, rhodamine-plectin, uHTS (AID 1817). Siah-1 / rhodamine-plectin peptide fluorescence polarization; higher % means a stronger effect. E3 ubiquitin-protein ligase SIAH1 (Homo sapiens). displacement, % at 20 µM, or IC50 in µM where a hit was titrated. 290,000 compounds, 0.02% hits;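 active means displacement of at least 50% at 20 µM, with a fluorescence ratio check between 0.3 and a set limit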;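 further: plate controls were Siah plus tracer with DMSO for no effect and tracer alone without Siah for full effect; strong numbers were not always called active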
RSV antiviral HEp-2: RSV antiviral activity via CPE protection, HEp-2 cells, primary 10 µM value included (AID 2391); CPE inhibition, % at 10 µM; hits with a dose series show IC50 in µM; 310,000 compounds, 0.13% hits; HEp-2 cells, RSV-induced CPE inhibition; higher % means a stronger effect; in the data active means a potency from the dose series; inconclusive means CPE inhibition mostly from about 23% at the one dose, without a potency; inactive means the rest, 99 in 100 with CPE inhibition below about 21%; further: strong numbers were not always called active
SV40 large T antigen: SV40 large T antigen inhibitors, biochemical (AID 1903); SV40 large T antigen ATPase/helicase inhibition assay; higher % means a stronger effect; one-dose inhibition, % at 20 µM; IC50 in µM for titrated hits; 310,000 compounds, 0.39% hits; in the data active means a potency from the dose series; inconclusive means inhibition mostly from about 32% at the one dose, without a potency; inactive means the rest, 99 in 100 with inhibition below about 32%; further: strong numbers were not always called active
HIV peptide binding: inhibitors of HIV fusion peptide binding, primary screen, biochemical, uHTS, fluorescence dequenching (AID 1986) | cell-free peptide binding, fluorescence dequenching, 30 min; higher % means a stronger effect | inhibition, % at 20 µM; hits with a dose series show IC50 in µM | 290,000 compounds, 0.3% hits; in the data active means inhibition mostly above about 52%, no sharp cut-off; inactive means mostly below about 76%; further: some results filed as inactive read as strong as hits
AID2073: inhibitors of Mint1-CaV2.2 protein interaction, biochemical, HTRF (AID 2073). HTRF protein-protein interaction, Mint1-CaV2.2; higher % means a stronger effect. inhibition, % at 20 µM, or IC50 in µM where a hit was titrated. 290,000 compounds, 0.19% hits. Voltage-dependent N-type calcium channel subunit alpha-1B (Homo sapiens); in the data active means inhibition mostly above about 51%, no sharp cut-off; inconclusive means no clear call, values can overlap the other calls; inactive means mostly below about 53%; further: some results filed as inactive read as strong as hits
XIAP displacement: XIAP antagonists, biochemical, IAP family, fluorescence polarization (AID 1018) | 200,000 compounds, 0.007% hits | one-dose displacement, % at 20 µM; IC50 in µM for titrated hits | E3 ubiquitin-protein ligase XIAP (Homo sapiens) | XIAP BIR domain, fluorescence polarization peptide displacement; higher % means a stronger effect; in the data active means displacement above about 50%; further: a part of the inactive calls stands beside numbers as strong as those of hits
LYP phosphatase: inhibitors of LYP phosphatase, biochemical, fluorescence intensity, uHTS (AID 1779); recombinant LYP phosphatase, fluorescence intensity; higher % means a stronger effect; Tyrosine-protein phosphatase non-receptor type 22 (Homo sapiens); 290,000 compounds, 0.054% hits; inhibition, % at 11.5 µM, or IC50 in µM where a hit was titrated; in the data active means inhibition above about 50%;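 further: plate controls were vehicle with enzyme for no effect and no enzyme for full effect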
The depositor's hits bear a star; ? = inconclusive; . = no result given.

SMILES	Dengue-2 NS5 capping	Rac1 GTP hydrolysis	Siah-1 displacement	RSV antiviral HEp-2	SV40 large T antigen	HIV peptide binding	AID2073	XIAP displacement	LYP phosphatase
Cc1ccc(S(=O)(=O)Cc2ccc(C(=O)N3CCN(c4ccccn4)CC3)o2)cc1	-10%	3%	-4%	3.5%	2%	0.4%	3%	0.3%	-1%
Cc1cc(C)nc(NC(=O)CN2C(=O)c3ccccc3S2(=O)=O)n1	3%	6%	.	-2.7%	8%	.	.	.	.
COc1ccc(CNC(=O)Cn2ncn3c(cc4ccccc43)c2=O)cc1	-5%	13%	-5%	-1.1%	12%	6.2%	16%	.	-6%
O=C(NCc1ccccn1)c1ccc(OC2CCN(Cc3ccc(Cl)s3)CC2)cc1	-1%	2%	-6%	22%	8%	-2.5%	-3%	.	-8%
COC(=O)[C@@H](NC(=O)Nc1ccc(OC)cc1)C(C)C	-4%	2%	1%	0.7%	5%	-2.9%	-2%	-8.9%	-14%
Cc1ccc(C(=O)CSc2nsc(C)c2C#N)cc1	-3%	10%	3%	2.1%	2%	2.0%	-16%	-3.7%	0%
O=S(=O)(Nc1nccs1)c1ccc(Br)cc1	-7%	-1%	6%	1.9%	?	-0.9%	4%	-9.1%	-6%
Cc1ccc(CN2CC(C(=O)NCC(=O)Nc3c(C)cccc3C)CC2=O)cc1 (configuration not stated)	3%	0%	.	-0.4%	7%	.	.	.	.
Cc1cc(NC(=O)Cc2csc(-c3ccccc3)n2)ccc1Br	-10%	8%	-1%	1.3%	3%	1.8%	25%	.	-2%
Cc1ccc(NC(=O)CNc2ccc(Cl)cc2F)cc1	6%	3%	-2%	7.7%	-1%	2.2%	-1%	-3.5%	1%
C=CCN(c1ccc(C(=O)NCCSc2ccccc2)cc1)S(C)(=O)=O	-4%	2%	1%	0.9%	0%	-1.1%	-4%	.	-6%
Cc1cccc(NC(=O)c2cc(Cl)ccc2[N+](=O)[O-])c1	-7%	10%	-1%	0.1%	0%	-2.3%	-2%	-3.7%	-6%
CN(Cc1ccccc1)c1ccc([N+](=O)[O-])cc1C(=O)O	8%	2%	6%	0.9%	3%	1.0%	-2%	-5.7%	0%
CCCCCCCCC(=O)NC(NC(=S)N1CCOCC1)C(Cl)(Cl)Cl (configuration not stated)	-6%	18%	21%	5.1%	9%	3.1%	-11%	-7.7%	-2%
CCN(Cc1ccncc1)C(=S)Nc1c(C)cccc1C	-8%	7%	0%	1.3%	4%	0.6%	-10%	-3.8%	-2%
CCCC(=O)Nc1nnc(-c2ccc3c(c2)OCO3)s1	3%	14%	10%	9.6%	6%	-0.6%	22%	.	-6%
CC(O)[C@H]1CNC(=O)C(=O)N1CC(C)(C)C (some centres not stated)	0%	8%	4%	2.2%	4%	1.1%	9%	.	-12%
O=C(Cc1ccc(Br)cc1)Nc1nc2ccccc2[nH]1	3%	11%	-3%	-0.1%	7%	-1.0%	-2%	.	-2%
COc1ccc(CCNC(=O)CSc2ncn[nH]2)cc1	-11%	0%	2%	-1.2%	2%	-1.8%	-1%	0.8%	-6%
Cc1cc(NS(=O)(=O)c2ccc(NC(=O)c3ccccc3C)cc2)no1	4%	6%	-1%	-0.3%	10%	3.1%	1%	.	-5%
CCN(C(=O)Cn1c(=O)oc2ccccc21)c1cccc(C)c1	3%	2%	0%	1.8%	5%	1.0%	5%	.	-5%
O=C(/C=C/C=C/c1ccccc1)CC1(O)C(=O)N(CCc2ccccc2)c2ccccc21 (configuration not stated)	-8%	12%	2%	?	20%	-0.1%	3%	-3.6%	2%
COc1ccc(C2C(C#N)=C(C)NC3=C2S(=O)(=O)c2ccccc23)cc1 (configuration not stated)	-6%	3%	-2%	6.6%	11%	-2.2%	17%	28%	-1%
CN1c2ccccc2C(O)=C(C(=S)Nc2ccccc2)S1(=O)=O	2%	8%	1%	2.1%	-2%	7.1%	5%	-3.1%	5%
CC(C)(C)c1ccccc1NC(=O)Cn1c(=O)cnc2ccccc21	-12%	7%	4%	-0.2%	9%	0.2%	-1%	-0.4%	-7%
COCc1cc(C)nc(OCC(=O)N/N=C/c2ccco2)c1C#N	5%	-6%	5%	0.6%	8%	10%	5%	-3.2%	-2%
O=C(COC(=O)C1(c2ccc(Cl)cc2)CCCC1)N1CCc2ccccc21	-4%	1%	5%	1.5%	3%	-1.3%	5%	1.2%	2%
Cc1nc2c3ccccc3n(CC#N)c(=O)n2n1	1%	4%	3%	1.5%	4%	-1.8%	0%	-10%	-3%
O=C(OC1CCCCC1=O)c1cccc(S(=O)(=O)N2CCCCC2)c1 (configuration not stated)	-4%	4%	.	0.3%	17%	.	.	.	.
O=C(NCc1ccco1)C1CCN(S(=O)(=O)c2cccc3cccnc23)CC1	1%	5%	0%	0.5%	3%	1.2%	8%	-4.9%	-2%
O=C(CN1C(=O)c2ccccc2C1=O)Nc1ccccc1C(F)(F)F	-11%	6%	3%	1.1%	10%	-0.3%	-10%	.	-1%
O=C(CN1C(=O)c2ccccc2C1=O)Nc1nc(-c2cccc([N+](=O)[O-])c2)cs1	.	.	0%	.	6%	0.3%	5%	0.9%	-4%
CC(C(=O)NC1CCCCCC1)c1ccc([N+](=O)[O-])cc1 (configuration not stated)	0%	4%	3%	1.9%	13%	1.5%	-6%	.	-8%
c1cnc(-c2noc(CN3CCN(C4C5CC6CC(C5)CC4C6)CC3)n2)cn1 (configuration not stated)	-4%	5%	4%	-2.4%	.	-0.3%	-2%	-7.5%	-16%
COCCn1c(SCC(=O)Nc2cccc(OC)c2)nnc1-c1ccccc1	-1%	10%	3%	-0.9%	13%	-2.0%	-1%	-1.8%	-2%
OCCC1CN(Cc2cnc(-c3ccc(Cl)cc3)nc2)CCN1C1CCCCC1 (configuration not stated)	-8%	14%	2%	14%	11%	-1.1%	18%	-6.4%	0%
CC(C)(C)NS(=O)(=O)c1ccc(/C=C/C(=O)O)cc1	-5%	7%	-1%	-0.1%	12%	1.9%	2%	-4.9%	-7%
O=C(CCC1CCCN(C(=O)CCC(F)(F)F)C1)NCc1ccc(F)c(F)c1 (configuration not stated)	-1%	2%	-2%	2.6%	12%	-2.1%	11%	-8.5%	-5%
COCCN1CCn2c(nc3cc(NC(=O)c4ccc(OC)cc4)ccc32)C1	-19%	9%	3%	2.6%	10%	3.9%	33%	-7.1%	1%
N#Cc1cn(Cc2ccccc2)c2ccccc12	-2%	6%	-2%	0.6%	1%	-3.0%	2%	-4.6%	0%
CCOC(=O)c1c(NC(C)=O)sc(/C(C)=N/Nc2ccc(C(=O)O)cc2)c1C	1%	10%	-2%	2.6%	13%	2.6%	5%	.	-2%
CC1(C)Cc2c(cnn2-c2ccc(F)cc2)C(NC(=O)CN2CCCC2=O)C1 (configuration not stated)	2%	8%	0%	0.1%	11%	5.0%	7%	.	-1%
COc1ccc(S(=O)(=O)N2CCCCCC2)cc1NC(=O)Cc1cc(OC)c(OC)c(OC)c1	2%	5%	0%	2.3%	10%	-1.6%	11%	-5.6%	1%
Cn1c(=O)oc2cc(S(=O)(=O)N3CCCC(C(=O)Nc4ccc5c(c4)OCCO5)C3)ccc21 (configuration not stated)	0%	11%	-2%	2.2%	2%	6.6%	-5%	2.5%	-3%
C/C(=N\OC(=O)c1cccc(C(F)(F)F)c1)c1sc(-c2ccccc2)nc1C	-7%	8%	0%	40%	2%	-1.2%	6%	3.8%	3%
COc1ccccc1CNC(=O)CCn1c(=O)sc2ccccc21	1%	7%	8%	-0.8%	3%	3.4%	9%	-0.8%	-4%
CCn1c(SCC(=O)N2CCCCC2C)nc2ccsc2c1=O (configuration not stated)	-6%	3%	1%	-1.5%	2%	2.4%	13%	-5.3%	-5%
O=S(=O)(/N=C(/Nc1ccc(Cl)c(S(=O)(=O)N2CCOCC2)c1)c1ccc(F)cc1)c1ccccc1	-1%	8%	7%	0.9%	5%	1.1%	0%	.	-3%
CC(=O)N1Cc2[nH]c3ccccc3c2CC1C(=O)O (configuration not stated)	-1%	-12%	3%	.	.	3.1%	7%	.	2%
COC(=O)C1=C(C)NC(=O)NC1c1ccc(-c2ccc(F)cc2)o1 (configuration not stated)	-16%	7%	17%	4.3%	4%	3.4%	14%	-2.0%	-6%
O=C(COC(=O)Cn1cnc2ccccc21)NCc1ccc(F)cc1	-8%	10%	6%	3.3%	3%	-0.3%	-2%	-5.7%	-5%
COc1ccc(S(=O)(=O)N(C)CC(=O)Nc2ccc(C(N)=O)cc2)cc1OC	-15%	5%	8%	0.2%	7%	1.1%	8%	-5.1%	-5%
Cc1cccc(-c2cc3nc4c(c(N5CCCC(O)C5)n3n2)CCC4)c1 (configuration not stated)	0%	5%	-1%	11%	11%	0.0%	0%	-6.9%	2%
CC(C)COP(=O)(c1ccc(N(C)C)cc1)C(O)c1ccc(Br)cc1 (configuration not stated)	1%	3%	-3%	0.9%	-3%	-1.2%	12%	.	-8%
O=C(NCCc1ccccc1F)C1CCCN(c2nc3ccccc3s2)C1 (configuration not stated)	3%	4%	9%	3.8%	6%	1.2%	3%	.	-7%
Cc1cc(=O)[nH]c(SCC(=O)Nc2nc3c(s2)CCCC3)n1	-6%	-2%	-1%	5.1%	20%	-1.2%	-7%	-1.8%	-4%
O=C(Cn1ncc2c(=O)oc3ccccc3c21)NCCc1ccsc1	-3%	-2%	16%	1.8%	8%	1.4%	-2%	-2.6%	-3%
CCNC(=S)N1CCC(NC(=O)c2ccco2)CC1	-2%	2%	4%	1.9%	-3%	1.1%	-2%	-3.2%	-6%
O=C(Nc1ccc(N2CCCCC2)c(C(=O)O)c1)c1ccco1	2%	3%	3%	1.2%	4%	0.7%	0%	1.2%	-9%
C=CCNC(=S)NNC(=O)c1ccc([N+](=O)[O-])cc1	-4%	5%	12%	4.3%	2%	-1.5%	-10%	-6.4%	-5%

Entries of single compounds, looked up by structure:
Listed for CC(C)COP(=O)(c1ccc(N(C)C)cc1)C(O)c1ccc(Br)cc1 (configuration not stated) = Dengue-2 NS5 capping = 1%; Rac1 GTP hydrolysis = 3%; Siah-1 displacement = -3%; RSV antiviral HEp-2 = 0.9%; SV40 large T antigen = -3%; HIV peptide binding = -1.2%; AID2073 = 12%; XIAP displacement = .; LYP phosphatase = -8%
Listed for C=CCNC(=S)NNC(=O)c1ccc([N+](=O)[O-])cc1 = Dengue-2 NS5 capping = -4%; Rac1 GTP hydrolysis = 5%; Siah-1 displacement = 12%; RSV antiviral HEp-2 = 4.3%; SV40 large T antigen = 2%; HIV peptide binding = -1.5%; AID2073 = -10%; XIAP displacement = -6.4%; LYP phosphatase = -5%

No enrichment for hits; 1.7% or so of the library scored in one or more.
